S1P3 antag = S1P3 receptor antagonists, primary screen, cell-based; Sphingosine 1-phosphate receptor 3 (Homo sapiens), Q99500; CHO S1P3 NFAT-BLA reporter, FRET fluorescence, antagonist mode; inhibition, % at 4.98 µM; 0.27% of 170,000 active;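 active = inhibition above the plate cutoff, the mean inhibition of test wells on that plate plus 3 SD, cut at about 28% in these data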;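 also: cells challenged with S1P at its EC80 of 0.8 µM; blue over green emission ratio from cleaved BLA substrate after 4 h stimulation; 0% = S1P-stimulated wells and 100% = unstimulated DMSO-only wells; some compounds past the cut are filed as inactive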
Target sequence (Q99500 whole entry, looked up): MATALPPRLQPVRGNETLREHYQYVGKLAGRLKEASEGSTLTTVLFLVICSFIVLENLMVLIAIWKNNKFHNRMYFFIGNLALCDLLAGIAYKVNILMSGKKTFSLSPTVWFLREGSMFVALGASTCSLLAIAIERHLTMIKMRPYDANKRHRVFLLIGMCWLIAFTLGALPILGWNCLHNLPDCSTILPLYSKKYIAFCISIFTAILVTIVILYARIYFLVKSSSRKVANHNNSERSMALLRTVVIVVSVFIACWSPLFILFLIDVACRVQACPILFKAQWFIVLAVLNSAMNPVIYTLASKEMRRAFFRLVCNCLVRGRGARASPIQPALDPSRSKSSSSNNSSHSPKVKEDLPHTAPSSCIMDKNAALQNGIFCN
STAT3 blocker = IL-6 driven STAT3 reporter inhibitors, primary screen, U3A cells, luciferase, luminescence, MLSCN library; IL-6 STAT3-luciferase reporter; host cell line lacks STAT1; inhibition, % at 5.5 µM; 0.89% of 190,000 active; AID 862, 2007;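 active = inhibition above the mean inhibition across all screened compounds plus 3 SD, cut at about 44% in these data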;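 also: 0% = DMSO only wells and 100% = 100 µM nifuroxazide control wells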
STAT3 activator = IL-6 driven STAT3 reporter potentiators, primary screen, U3A cells, luciferase, luminescence, MLSCN library | 0.91% of 190,000 active | activation (% of control), % at 5.6 µM | AID 871, 2007 | IL-6 STAT3-luciferase reporter; 100% = signal with IL-6 EC80 alone;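 active = activation above the screen-wide mean of compound activation plus 3 SD, cut at about 130% in these data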;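 also: 0% = background luminescence of wells with medium and substrate only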
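Test system: Human STAT1-deficient U3A cells with stable STAT3-luciferase reporter | Also added: Interleukin-6, 33 ng/mL | Timing: Compound pre-incubation 1 h before IL-6, then 6 h stimulation at 37 °C | Technique: Luciferase reporter luminescence | Read-out: Percent of IL-6-only median luminescence | Benchmarks: IL-6-only wells as 100% reference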
PPARg SRC-1 ag = PPARgamma agonists recruiting SRC-1 coactivator, primary screen, biochemical. Peroxisome proliferator-activated receptor gamma (Homo sapiens), P37231. PPARgamma-SRC-1 coactivator recruitment biochemical assay. activation, % at 8 µM. 0.41% of 200,000 active; in the data active = activation above about 19%;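 also: 0% = DMSO and 100% = reference agonist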
Target sequence (P37231 whole entry, looked up): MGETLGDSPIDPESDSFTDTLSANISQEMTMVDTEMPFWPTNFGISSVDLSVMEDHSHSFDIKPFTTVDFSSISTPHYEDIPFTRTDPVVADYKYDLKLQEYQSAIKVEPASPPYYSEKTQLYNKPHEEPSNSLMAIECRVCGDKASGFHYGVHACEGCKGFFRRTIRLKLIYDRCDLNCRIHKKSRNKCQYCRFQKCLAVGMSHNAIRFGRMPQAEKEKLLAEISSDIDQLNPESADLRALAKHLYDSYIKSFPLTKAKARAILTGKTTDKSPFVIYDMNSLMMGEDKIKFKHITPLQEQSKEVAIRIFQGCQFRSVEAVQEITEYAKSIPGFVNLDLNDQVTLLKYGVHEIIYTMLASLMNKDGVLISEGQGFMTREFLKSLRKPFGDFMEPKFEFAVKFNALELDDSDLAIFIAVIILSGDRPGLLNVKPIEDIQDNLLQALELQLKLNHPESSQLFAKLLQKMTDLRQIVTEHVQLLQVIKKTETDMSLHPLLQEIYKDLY
RAM inhibit = inhibitors of the yeast RAM network, primary screen, dse1pr::URA3 reporter, 5-FOA selection; S. cerevisiae dse1pr::URA3 reporter, 5-FOA growth OD615, 2 d; analog-sensitive cbk1-as2 kinase mutant strain; inhibition, % at 50 µM; AID 868, 2007; 1.8% of 190,000 active;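 active = inhibition above a set limit, 3 SD over mean compound inhibition, cut at about 8.4% in these data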;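 also: 0% = DMSO-only wells with no growth and 100% = 10 µM 1-NA-PP1 full growth; inhibition rescues growth on 5-FOA so higher OD means more RAM inhibition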
STAT1 blocker = STAT1 signaling inhibitors, primary screen, cell-based, HTS, luciferase reporter | NIH 3T3 STAT1-luciferase reporter, IFN-gamma, luminescence | inhibition, % at 5.5 µM | 0.35% of 200,000 active;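 active = inhibition above a set limit, the mean inhibition across all tested compounds plus 3 SD, cut at about 34% in these data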;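 also: 0% = IFN-gamma with DMSO and 100% = IFN-gamma with 300 µM nifuroxazide; values of inactives mirror those of a sister screen read the other way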
TLR4-MyD88 BLA = inhibitors of TLR4-MyD88 association in cells, primary screen, cell-based, HeLa CL3-4, BLA complementation, FRET ratio; HeLa CL3-4 TLR4/MyD88 BLA complementation; inhibition, % at 8.4 µM; 0.18% of 200,000 active; in the data active = inhibition above about 25%;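 also: 0% = vehicle and 100% = reference inhibitor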
SRC2 TRFRET art = TR-FRET signal artefacts, primary screen, artefact control for PPARgamma SRC-2 agonist project, biochemical | 0.4% of 200,000 active | TR-FRET ratio at 8 µM | TR-FRET artefact counter-screen; stronger effect = higher value; in the data active = TR-FRET ratio above about 2000; also: inactives centre near 1500
PPARg SRC3 recr = PPARgamma agonists recruiting SRC-3 coactivator, primary screen, biochemical. Peroxisome proliferator-activated receptor gamma (Homo sapiens), P37231. biochemical PPARgamma/SRC-3 coactivator recruitment assay. activation, % at 8 µM. 0.26% of 200,000 active; in the data active = activation above about 23%;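 also: 0% = DMSO and 100% = reference agonist; some compounds past the cut are filed as inactive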
ROMK primary = ROMK potassium channel modulators, primary screen, cell-based, thallium flux, MLSMR library | Tet-inducible ROMK, thallium flux fluorescence; actives lie on both sides | ATP-sensitive inward rectifier potassium channel 1 (Homo sapiens), P48048 | 2% of 130,000 active | B-score at 10 µM;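 active = signal ratio slope over the read window, or its plate-corrected B-score, at least 3 SD from the plate mean, either direction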;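 also: B-score of the F/F0 ratio slope over 7 to 12 s after thallium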
PPARg SRC2 recr = agonists of PPARg-SRC-2 recruitment, primary screen, biochemical, HTS. 0.34% of 200,000 active. Peroxisome proliferator-activated receptor gamma (Homo sapiens), P37231. PPARgamma LBD-SRC-2 recruitment. activation, % at 8 µM; in the data active = activation above about 22%;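 also: 0% = vehicle and 100% = reference agonist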
* marks the source's active call; other numbers are inactive results; · = not tested or not shown.

no.	mol	S1P3 antag	STAT3 blocker	STAT3 activator	PPARg SRC-1 ag	RAM inhibit	STAT1 blocker
1	COc1cccc(C2C(C(=O)Nc3ccccc3)=C(C)N=c3s/c(=C/c4ccc(OCC(=O)O)cc4)c(=O)n32)c1 (stereo unspecified)	-8	2	98	0	6.2	9
2	O=C(Nc1cc(=O)c2ccccc2o1)N1CCCCC1	·	6	99	13	1.4	-5
3	CC1CN(C(=O)N(C)C)CCN1C(=O)N(C)C (stereo unspecified)	4	12	94	4	0.0	-11
4	O=C(c1ccco1)c1nnn(Cc2ccccc2)c1-c1ccccc1	0	7	97	-6	1.1	2
5	CCOC(=O)c1cnc(SC)nc1Nc1cccc(F)c1	24	6	102	-7	16*	-6
6	CC1Cc2ccccc2N1C(=O)CSc1nnc(CNc2ccccc2)o1 (stereo unspecified)	5	17	94	8	3.6	2
7	O=[N+]([O-])c1cnc(N2CCCCC2)c([N+](=O)[O-])c1	6	12	90	2	1.2	4
8	COc1ccc(NC(=O)CSc2nnc(Cc3cccn3C)n2-c2ccc(C)cc2)cc1OC	-21	24	84	0	6.6	26

no.	TLR4-MyD88 BLA	SRC2 TRFRET art	PPARg SRC3 recr	ROMK primary	PPARg SRC2 recr
1	8	1569	3	·	2
2	1	1606	8	1.4	10
3	11	1704	5	0.16	7
4	-7	1462	4	·	4
5	-1	1335	-4	0.25	-1
6	0	1559	3	·	14
7	-14	1581	-3	0	4
8	5	1335	-5	·	0

(continued)
no.	mol	S1P3 antag	STAT3 blocker	STAT3 activator	PPARg SRC-1 ag	RAM inhibit	STAT1 blocker
9	Cc1ccc(S(=O)(=O)CC(O)COc2ccccc2C#N)cc1 (stereo unspecified)	-7	7	99	5	1.0	-8
10	C/C(=N\NC(=O)c1ccc(Cl)c(S(=O)(=O)Nc2ccccc2Cl)c1)c1ccncc1	-26	0	101	6	0.4	-5
11	COc1ccc(-c2nn(-c3ccccc3)cc2C2CC(c3cccs3)=NN2C(=O)CCCC(=O)O)cc1 (stereo unspecified)	·	9	94	6	0.3	-3
12	CC(=O)N1CCN(CCN(CC2C(C)C=C(C)CC2C)C(C)=O)CC1 (stereo unspecified)	-11	4	105	7	1.2	3
13	O=c1cc(CN2CCN(C/C=C/c3ccccc3)CC2)c2cc(O)ccc2o1	-10	17	91	-1	0.1	6
14	CCOC(=O)CSc1nc2ccccc2c(=O)n1CCCCCC(=O)NCc1ccco1	11	5	96	-2	4.9	1
15	CN1CCN(/N=C/c2cccc(Cl)c2Cl)CC1	-8	20	85	3	1.4	-17
16	O=C(Nc1ccc(Oc2cccc3ccccc23)cc1)c1ccco1	·	-2	103	3	9.2*	3

no.	TLR4-MyD88 BLA	SRC2 TRFRET art	PPARg SRC3 recr	ROMK primary	PPARg SRC2 recr
9	17	1439	-7	-0.023	-1
10	-10	1655	3	·	-7
11	-4	1442	-3	·	5
12	-4	1595	-6	·	12
13	1	1592	2	-0.6	-10
14	-15	1353	-4	·	-4
15	-6	1523	2	-0.61	-2
16	-12	1401	2	·	1

Some of the entries above in another layout:
| no. | Structure | S1P3 antag | STAT3 blocker | STAT3 activator | PPARg SRC-1 ag | RAM inhibit | STAT1 blocker | TLR4-MyD88 BLA | SRC2 TRFRET art | PPARg SRC3 recr | ROMK primary | PPARg SRC2 recr |
| --- | --- | --- | --- | --- | --- | --- | --- | --- | --- | --- | --- | --- |
| 7 | O=[N+]([O-])c1cnc(N2CCCCC2)c([N+](=O)[O-])c1 | 6 | 12 | 90 | 2 | 1.2 | 4 | -14 | 1581 | -3 | 0 | 4 |
| 8 | COc1ccc(NC(=O)CSc2nnc(Cc3cccn3C)n2-c2ccc(C)cc2)cc1OC | -21 | 24 | 84 | 0 | 6.6 | 26 | 5 | 1335 | -5 | · | 0 |

New compounds follow.
no.	mol	S1P3 antag	STAT3 blocker	STAT3 activator	PPARg SRC-1 ag	RAM inhibit	STAT1 blocker
17	COc1ccc(Nc2ccc(N3C(=O)CCCC3=O)cc2[N+](=O)[O-])c(OC)c1	-7	0	101	0	1.4	3
18	CCc1cc(=O)oc2cc(OCC=C(C)C)ccc12	13	28	79	-3	0.6	17
19	COC(=O)c1c(N2C(=O)[C@H]3[C@@H](C2=O)[C@]2(C(=O)Nc4c(C)cc(C)cc42)N2CCC[C@@H]32)sc(C)c1C	16	3	109	-5	5.1	0
20	Cc1nn(C)cc1NC(=O)Cn1nc(C(F)(F)F)cc1C1CC1	-11	-5	108	0	-0.3	-11
21	CCn1nccc1C(=O)Nc1nccs1	-32	0	100	2	6.0	-7
22	Cn1ncc(N2CCN(C(=O)c3ccc(Cl)cc3)CC2)c(Cl)c1=O	5	0	106	6	-1.8	-11
23	O=C(Nc1cccc(F)c1)c1ccc(-c2ccccc2Cl)o1	4	1	97	0	10*	-17
24	COc1ccc(NC(=O)c2cc3c(=O)n4ccccc4nc3n2C)cc1OC	6	26	80	8	3.0	-8

no.	TLR4-MyD88 BLA	SRC2 TRFRET art	PPARg SRC3 recr	ROMK primary	PPARg SRC2 recr
17	-8	1483	0	0.41	7
18	-11	1664	-2	0.3	5
19	-5	1567	1	0.16	10
20	-2	1544	3	0.17	3
21	2	1310	0	0.54	-5
22	-14	1521	3	·	5
23	-4	1469	5	0.59	15
24	-8	1583	2	-0.099	9

Remaining list, next part:
no.	mol	S1P3 antag	STAT3 blocker	STAT3 activator	PPARg SRC-1 ag	RAM inhibit	STAT1 blocker
25	Cc1cccc(NC(=O)CCC(=O)OCC(=O)c2ccc(Oc3ccc([N+](=O)[O-])cc3)cc2)c1	5	3	101	1	21*	-3
26	COC(=O)c1ccc(Cn2nc(C)c(Cl)c2C)o1	·	3	101	2	0.0	6
27	COc1ccc(Cn2c(SCC(=O)NCc3ccco3)nc3ccsc3c2=O)cc1	·	9	96	-3	2.3	7
28	N=C1C(c2nc(-c3ccc(F)cc3)cs2)=C(O)CN1Cc1ccc(Cl)cc1	·	21	81	8	5.3	-1
29	NS(=O)(=O)c1ccc(N2N=C(c3ccccc3)CC2c2cccc(F)c2)cc1 (stereo unspecified)	-11	12	92	-1	6.0	3
30	CCCSc1nnc(-c2cnn(-c3ccccc3)c2-n2cccc2)n1C	·	9	93	6	0.8	7
31	O=C(COC(=O)/C=C/c1ccc(S(=O)(=O)N2CCc3ccccc32)cc1)NC1CCS(=O)(=O)C1 (stereo unspecified)	-12	-3	110	-7	2.3	-6
32	COc1cc(C2SCC(=O)N2c2nnc(C34CC5CC(CC(C5)C3)C4)s2)cc(OC)c1OC (stereo unspecified)	·	-58	165*	4	4.1	1

no.	TLR4-MyD88 BLA	SRC2 TRFRET art	PPARg SRC3 recr	ROMK primary	PPARg SRC2 recr
25	12	1527	-5	0.37	2
26	3	1476	0	·	-7
27	-6	1551	1	·	3
28	8	1510	11	0.58	7
29	-32	1598	2	·	2
30	6	1542	9	0.16	7
31	-8	1452	-3	0.033	-2
32	-14	1580	-10	·	-3

(list continues)
no.	mol	S1P3 antag	STAT3 blocker	STAT3 activator	PPARg SRC-1 ag	RAM inhibit	STAT1 blocker
33	Cc1ccc(S(=O)(=O)N2CCC(NC(=O)c3cccc(C)c3)CC2)cc1	0	9	95	1	2.8	4
34	O=C(Cc1cccc2ccccc12)NCCC1=CCCCC1	-3	3	96	4	0.1	-1
35	COc1ccc(CCNCC(O)Cn2c3ccccc3c3ccccc32)cc1OC (stereo unspecified)	3	9	102	-2	0.2	-11
36	O=C(N/N=C/c1ccc(Cl)cc1Cl)C1CCN(c2ncc(C(F)(F)F)cc2Cl)CC1	·	-3	107	7	1.5	1
37	COc1ccc(Nc2cccccc2=O)cc1	·	4	99	-6	1.6	-16
38	CCC/C=N/NC(=O)c1ccccc1O	-5	-5	106	-6	0.4	1
39	Cc1cccc2cc(C(c3nnnn3CC3CCCO3)N3CCOCC3)c(=O)[nH]c12 (stereo unspecified)	-60	4	105	-6	-1.0	-3
40	Fc1ccc(CN2CCCCCCC2)cc1	·	9	98	0	0.5	-1
41	CSc1ncccc1C(=O)NCC1CCCCC1	-20	-7	111	1	0.4	-3
42	CCOc1ccc(CCNc2cc(C)nc3ncnn23)cc1OCC	-24	7	94	3	1.1	9
43	CCCSc1nnc(Cc2cc(=O)[nH]c(=O)[nH]2)n1-c1cc(C)ccc1C	-67	2	103	0	0.4	-1

no.	TLR4-MyD88 BLA	SRC2 TRFRET art	PPARg SRC3 recr	ROMK primary	PPARg SRC2 recr
33	3	1528	1	·	-1
34	-8	1537	6	-0.28	-1
35	4	1481	4	-1.3	-7
36	7	1473	8	·	0
37	3	1664	4	-0.064	-10
38	-8	1352	-6	0.26	-1
39	6	1452	-2	·	6
40	3	1627	-7	-0.24	-2
41	10	1554	5	-0.31	5
42	-1	1560	0	0.02	-1
43	-10	1569	6	·	5

Two compounds drawn at random from the list so far, as already listed:
no.	mol	S1P3 antag	STAT3 blocker	STAT3 activator	PPARg SRC-1 ag	RAM inhibit	STAT1 blocker
39	Cc1cccc2cc(C(c3nnnn3CC3CCCO3)N3CCOCC3)c(=O)[nH]c12 (stereo unspecified)	-60	4	105	-6	-1.0	-3
40	Fc1ccc(CN2CCCCCCC2)cc1	·	9	98	0	0.5	-1

no.	TLR4-MyD88 BLA	SRC2 TRFRET art	PPARg SRC3 recr	ROMK primary	PPARg SRC2 recr
39	6	1452	-2	·	6
40	3	1627	-7	-0.24	-2

A few values from the entries so far.
In RAM inhibit, no. 38 has the entry 0.4
In SRC2 TRFRET art, no. 39 has the entry 1452

Screening data as filed in PubChem BioAssay.

Compounds were not picked by outcome; overall some 5.6% were active at least once.
